Myeloid diff MLP = myeloid differentiation induction. ER-HoxA9 myeloid progenitors, lysozyme-GFP differentiation, flow cytometry. calls only at 10 µM. 360,000 compounds, 1% hits;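 active = normalized GFP-positive differentiation at or above the plate's own cutoff, the solvent-only control mean plus 3 SD; inconclusive = no clear call, values can overlap the other calls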;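 also: cells exposed to compound for four days before flow analysis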
LYP inhibition = inhibitors of LYP phosphatase, biochemical, fluorescence intensity, uHTS (AID 1779); 290,000 compounds, 0.054% hits; one-dose inhibition, % at 11.5 µM; IC50 in µM for titrated hits; recombinant LYP phosphatase, fluorescence intensity; higher % means a stronger effect; in the data active = inhibition above about 50%;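 also: plate controls were vehicle with enzyme for no effect and no enzyme for full effect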
Myeloid diff MLP GFP+ MAC1+ % = further read-out of Myeloid diff MLP, marked with its call; GFP+ MAC1+ double positive, %; measured here: differentiation confirmed by MAC1 staining
An asterisk follows results filed as active; i = inactive; ? = inconclusive; nt = no result given.

Molecule	Myeloid diff MLP GFP+ MAC1+ %	LYP inhibition	Myeloid diff MLP
Cc1cc(NS(=O)(=O)c2ccc(NC(=O)CCCOc3ccccc3C)cc2)no1	0.2	-2%	i
O=C(N/N=C/c1ccc(F)cc1)c1ccncc1	0.5	-11%	i
COc1ccc(N(CC(=O)Nc2ccc(C)c(C)c2)S(=O)(=O)c2c(C)noc2C)cc1	0.5	2%	i
CN(C)S(=O)(=O)n1cc(/C=C(\NC(=O)c2ccccc2Cl)C(=O)NCCN2CCOCC2)c2ccccc21	0.6	-13%	i
COc1cc(NC(=O)c2cccs2)c(OC)cc1NC(=O)CCC(=O)Nc1ccc(C)cc1	6.2	-5%	i
O=C(Nc1ccccc1)c1cccc(N2C(=O)C3C4CC(C(Br)C4Br)C3C2=O)c1 (configuration not stated)	2.1	-6%	i
CCOc1cccc(/C=N/N=C/c2cccc(OCC)c2O)c1O	0.2	-4%	i
COc1ccc(-c2noc(CN(C)Cc3ccccc3)n2)cc1	0.1	-8%	i
C=CCc1cccc(CNn2cnnc2)c1O	0.3	-6%	i
O=C(Nc1c2c(nn1-c1ccc(F)cc1)CS(=O)C2)c1ccc2c(c1)OCO2 (configuration not stated)	0.8	-8%	i
Cc1ccc(C(C)C)c(OCC(O)CN2CCc3ccccc3C2)c1 (configuration not stated)	0.3	-8%	i
C[C@@H]1C(NC(=O)c2ccccc2)CC2CC1C2(C)C (some centres not stated)	0.3	-6%	i
CCN1CCc2c(OCC(=O)Nc3ccccc3)cccc2C1=O	0.3	-4%	i
COc1ccc(C(=O)N2CCN(Cc3ccc(OC)c(OC)c3)CC2)cc1	0.6	-8%	i
COc1ccccc1N1CCN(C(=O)c2ccc3c(c2)CCN3S(=O)(=O)c2ccccc2)CC1	1.7	-3%	i
CC(C)c1nc2sc3c(c2c(=O)[nH]1)CC(C)(C)OC3	0.7	-5%	i
c1ccc(CN2CCN(Cc3c[nH]c4ccccc34)CC2)cc1	0.0	-5%	i
COc1ccc2c(c1)CCCN2S(=O)(=O)c1ccc(Cl)cc1	0.6	4%	i
COc1ccccc1-c1nnc(SCC(=O)N2CCCC2)o1	1.7	-11%	i
Cc1ccc(S(=O)(=O)c2nnn3c2nc(N2CCOCC2)c2ccccc23)c(C)c1	9.6	-5%	i
Cc1ccc(CNC(=O)C2CCC(=O)N(Cc3ccccc3F)C2)s1 (configuration not stated)	3.4	-6%	i
CC(Sc1n[nH]c(N)n1)C(=O)NC1CCCCC1C (configuration not stated)	0.4	-12%	i
CCCN(C(=O)COC(=O)CCOc1ccccc1C)c1c(N)n(Cc2ccccc2)c(=O)[nH]c1=O	0.4	-8%	i
COc1cccc2[nH]c(C(=O)NCc3ccccc3)cc12	0.5	-5%	i
CC(CNS(=O)(=O)c1ccc2c(c1)CC(=O)N2C)c1ccccc1 (configuration not stated)	4.0	-4%	i
CCC(=O)N(Cc1cc(=O)[nH]c2ccccc12)c1ccccc1OC	1.0	-5%	i
O=C(NCC(NS(=O)(=O)OCC(Cl)(Cl)Cl)c1ccccc1)C(F)(F)F (configuration not stated)	1.5	-5%	i
CCOC(=O)C1CCN(C(=O)COc2cccc3ccccc23)CC1	1.4	-1%	i
COc1ccc(C(=O)OCCCOC(=O)c2ccc(OC)cc2OC)c(OC)c1	3.9	-8%	i
CCn1c(CC(=O)Nc2ccccc2)nnc1SCC(=O)Nc1nncs1	0.9	-2%	i
CCOc1cc(S(=O)(=O)Nc2ncn[nH]2)ccc1Br	3.0	-8%	i
CC(C)CCN(Cc1ccco1)S(=O)(=O)c1ccc(-c2ccc(=O)[nH]n2)s1	1.0	4%	i
O=C(N=C1SC2CS(=O)(=O)CC2N1c1ccc(F)cc1F)C1CC1 (configuration not stated)	0.7	-11%	i
O=C(NCCCSc1ccccc1)c1cc(Br)ccc1O	0.7	-8%	i
Cc1nc(NC(=O)c2ccco2)sc1C(=O)O	4.3	4%	i
COc1ccc(C2/C(=C(/O)c3ccc4c(c3)CC(C)O4)C(=O)C(=O)N2CCCN2CCOCC2)cc1OC (configuration not stated)	1.0	-8%	i
CCN(CC)CCn1c2ccccc2c2n[nH]c(=S)nc21	0.8	-9%	i
Cc1c(NC(=S)N/N=C/c2ccc(Br)cc2)c(=O)n(-c2ccccc2)n1C	0.5	4%	i
O=C(COc1ccccc1)Nc1ncn[nH]1	0.5	-3%	i
CCc1nnc(NS(=O)(=O)c2ccc(NC(=O)c3cccc(Br)c3)cc2)s1	0.4	-8%	i

4 structures already listed, sorted by heavy-atom count, low to high.
Molecule	Myeloid diff MLP GFP+ MAC1+ %	LYP inhibition	Myeloid diff MLP
O=C(COc1ccccc1)Nc1ncn[nH]1	0.5	-3%	i
CCOC(=O)C1CCN(C(=O)COc2cccc3ccccc23)CC1	1.4	-1%	i
Cc1c(NC(=S)N/N=C/c2ccc(Br)cc2)c(=O)n(-c2ccccc2)n1C	0.5	4%	i
CCCN(C(=O)COC(=O)CCOc1ccccc1C)c1c(N)n(Cc2ccccc2)c(=O)[nH]c1=O	0.4	-8%	i

New compounds follow
Molecule	Myeloid diff MLP GFP+ MAC1+ %	LYP inhibition	Myeloid diff MLP
CCCOc1cccc(C(=O)Nc2cccc3ncccc23)c1	0.4	-6%	i
COc1ccc(CN2C(=NC(=O)C3CCCO3)SC3CS(=O)(=O)CC32)cc1OC (configuration not stated)	2.1	-9%	i
CCOc1ccc2nc(NC(=O)CN3CCN(CC)CC3)sc2c1	0.2	-4%	i
Cc1ccc(NC(=O)c2cc(S(=O)(=O)N3CCCC3)cn2C)cc1	1.2	-8%	i
Cc1ccc(NS(=O)(=O)c2ccc3[nH]c(=O)[nH]c3c2)cc1	4.0	-10%	i
COc1ccc(Br)cc1CN(C)C(=O)c1cc(Cl)c2c(c1)OCCO2	0.8	1%	i
COc1cc(OC)c(OC)cc1CNc1nnnn1C	0.4	-10%	i
Cc1ccc(NS(=O)(=O)c2ccc3c(c2)n(C)c(=O)n3C)cc1C	0.9	-14%	i
Cc1cc(C(=O)N2CCN(c3ccc([N+](=O)[O-])cc3)CC2)n[nH]1	1.3	-6%	i
CS(=O)(=O)N(CC(=O)N1CCCCCC1)c1cccc(Cl)c1Cl	0.6	-6%	i
CCOC(=O)C1CCN(C/C=C/c2ccccc2)CC1	1.0	-6%	i
OCC[C@@H]1C[C@H](O)[C@@H](O)[C@]2(Cc3ccccc3CO2)O1	1.3	-4%	i
CCOc1ccc(N(CC(=O)NCc2ccccc2)C(=O)Cn2nnc(-c3ccc(C)o3)n2)cc1	0.7	-9%	i
COC(=O)c1ccc(C2C(C(=O)c3cc4ccccc4o3)=C(O)C(=O)N2c2cc(C)on2)cc1 (configuration not stated)	1.6	-4%	i
COc1ccc(-c2cc(=O)oc3cc(OCC(=O)NCC4CCC(C(=O)O)CC4)ccc23)cc1 (configuration not stated)	2.6	-5%	i
O=C(CN(CC1CCCO1)C(=O)CNS(=O)(=O)c1ccc(F)cc1)NCC1CCCO1 (configuration not stated)	1.2	-1%	i
Cc1cc(=O)n2nc(N3CCCC(C(=O)NCc4ccc(F)cc4)C3)sc2n1 (configuration not stated)	4.6	-10%	i
COc1cc(C(=O)NC2CCN(CC(=O)NC3CCCCC3C)CC2)cc(OC)c1OC (configuration not stated)	0.6	-6%	i
Cc1ccc(C)c(Nc2nn3c(=O)c4ccc(C(=O)NCc5cccnc5)cc4nc3s2)c1	0.0	-13%	i
CCn1c(CC(=O)Nc2ccc(Cl)cc2)nnc1SCC(=O)N1CCOCC1	0.4	-6%	i
COc1cc(C(=O)NNC(=O)Cc2ccc(S(=O)(=O)N3CCOCC3)s2)cc(OC)c1OC	2.8	-13%	i
COc1ccc(C(=O)c2ccc(-c3ccc(OC)cc3)nc2)cc1	0.3	-8%	i
C=CCn1c(CCNC(=O)c2ccco2)nc2ccccc21	nt	-4%	?
Brc1ccc(-c2noc(-c3ccccc3)n2)o1	0.6	-6%	i
CCC(Sc1nc(-c2ccccc2)c(-c2ccccc2)[nH]1)C(=O)O (configuration not stated)	0.8	-12%	i
CCCn1c(C2CCCN2c2nc(-c3cccc(Br)c3)cs2)nc2cc(Cl)c(Cl)cc21 (configuration not stated)	2.1	-4%	i
C[C@H](NC(=O)Cc1ccccc1)C(=O)N1CCC2(CC1)NCCc1[nH]cnc12	2.1	-9%	i
CC(=O)NC(CC(=O)NC1CCCc2ccccc21)c1ccccc1 (configuration not stated)	0.9	-1%	i
O=C(c1cnsn1)N1CCCC(Nc2ccc(F)c(F)c2)C1 (configuration not stated)	3.1	-8%	i
CCC(C(=O)NCc1ccc(C)cc1)c1ccccc1 (configuration not stated)	0.6	-9%	i
Cc1ccc(C)c(CNS(=O)(=O)c2ccc3c(c2)C(C)(C)C(=O)N3C)c1	1.4	-1%	i
COc1ccc(N2CCN(C(=O)C3CCCN(S(=O)(=O)c4ccc5c(c4)oc(=O)n5C)C3)CC2)cc1 (configuration not stated)	0.0	-5%	i
CN1c2ccc([N+](=O)[O-])cc2C(C)(C)C12C=Cc1cc(C(=O)O)ccc1O2 (configuration not stated)	0.3	-2%	i
COc1ccc(C(C#N)c2nc3ccccc3nc2Cl)cc1 (configuration not stated)	0.4	-2%	i
CCCN(CCC)CCCNC(=O)c1cc2c(=O)n(CC)c3ccccc3c2s1	0.7	-8%	i
Cc1[nH]c(C)c(S(=O)(=O)NCc2ccco2)c1C(=O)N1CCCCC1	0.4	-6%	i
COC(=O)c1ccc2nc(NC(=O)C3CC3)sc2c1	0.0	-5%	i
Cc1oc2cc3oc(=O)c(CC(=O)NCC(=O)N[C@@H](C(=O)O)c4ccccc4)c(C)c3cc2c1C	2.2	-7%	i
CC(=O)Nc1ccc(S(=O)(=O)NC(C)(C#N)C2CC2)cc1 (configuration not stated)	0.3	-12%	i
O=C(COC(=O)c1ccc(Br)cc1)NC1CCCC1	0.2	-8%	i

Random excerpt: 5 entries already listed, in no set order.
Molecule	Myeloid diff MLP GFP+ MAC1+ %	LYP inhibition	Myeloid diff MLP
COC(=O)c1ccc2nc(NC(=O)C3CC3)sc2c1	0.0	-5%	i
CC(=O)NC(CC(=O)NC1CCCc2ccccc21)c1ccccc1 (configuration not stated)	0.9	-1%	i
CC(=O)Nc1ccc(S(=O)(=O)NC(C)(C#N)C2CC2)cc1 (configuration not stated)	0.3	-12%	i
O=C(c1cnsn1)N1CCCC(Nc2ccc(F)c(F)c2)C1 (configuration not stated)	3.1	-8%	i
Brc1ccc(-c2noc(-c3ccccc3)n2)o1	0.6	-6%	i

Two of the compounds above, with two lines to a compound.
Below each compound – Myeloid diff MLP GFP+ MAC1+ %	LYP inhibition	Myeloid diff MLP
Cc1oc2cc3oc(=O)c(CC(=O)NCC(=O)N[C@@H](C(=O)O)c4ccccc4)c(C)c3cc2c1C
    2.2	-7%	i
CC(=O)Nc1ccc(S(=O)(=O)NC(C)(C#N)C2CC2)cc1 (configuration not stated)
    0.3	-12%	i

More results follow.
Molecule	Myeloid diff MLP GFP+ MAC1+ %	LYP inhibition	Myeloid diff MLP
CC(C)c1ccc(N=Cc2c(O)c3ccccc3oc2=O)cc1	0.3	-4%	i
COc1ccc([C@@H]2[C@@H]3C(=O)N(C(C)(C)C)C(=O)[C@@H]3[C@]3(C)C(=O)N(c4ccc(C(F)(F)F)cc4)C(=O)N23)cc1	1.1	-3%	i
Cc1cccc(NC(=O)[C@H](Cc2c[nH]c3ccccc23)NC(=O)[C@@H]2Cc3ccccc3CN2)c1	1.8	-17%	i
Cc1noc(C)c1CSCC(=O)Nc1nnc(CC(C)C)s1	0.7	-4%	i
Cc1c(NC(=O)Nc2ccc([N+](=O)[O-])cc2)c(=O)n(-c2ccccc2)n1C	0.5	2%	i
O=C(Nc1nc2ccccc2[nH]1)c1ccccc1OC(F)F	1.4	-5%	i
CCN(CC)c1nc(N2CCOCC2)nc2ccccc12	0.6	-5%	i
COc1ccc(C(=O)N/N=C(\C)c2cccc(NC(=O)c3ccc(F)cc3)c2)c(OC)c1	nt	2%	?
COc1ccccc1N(CC(=O)NCCc1ccccc1)C(=O)CCC(=O)Nc1ccccn1	0.6	-12%	i
Cc1ccc(NC(=O)c2sc3nc(C)cc(C)c3c2N)cc1	0.3	-10%	i
Cn1nccc1C(=O)Nc1ccc2c(c1)OCO2	1.0	-10%	i
Cc1cccc(C)c1NC(=O)c1cccnc1	0.8	-12%	i
Cc1ccc(C2(C)NC(=O)N(CC(=O)NC(=O)NC(C)(C)C)C2=O)cc1 (configuration not stated)	0.4	-4%	i
O=C(CNC(=O)c1ccc2c(c1)OCCO2)N/N=C/c1ccc([N+](=O)[O-])cc1	1.8	-8%	i
NS(=O)(=O)c1ccc(CCNC(=O)CNC(=O)c2ccc(Oc3ccccc3)cc2)cc1	1.7	-10%	i
O=S(=O)(NCc1csc(-c2cccnc2)n1)c1ccc(Br)cc1	0.3	-17%	i
CCOC(=O)N1CCN(C(=O)CC(C)S(=O)(=O)c2cc3c(cc2C)NC(=O)CO3)CC1 (configuration not stated)	nt	-10%	?
CCC1CN(C(=O)N2CCC(C(=O)NCCc3ccc(OC)c(OC)c3)CC2)c2ccccc2O1 (configuration not stated)	2.2	2%	i

High-throughput results: PubChem, several laboratories

An excerpt; count on the stated rates, not on these rows.
